Screening data: PubChem BioAssay, National Center for Advancing Translational Sciences (NCATS)
POLK inh: DNA polymerase kappa (human) inhibition. purified Pol kappa, fluorescent DNA synthesis assay, 10 min. Potency, µM (series often up to 107 µM), without a hit: top-dose activity, negative = inhibition, actives largely listed as inhibitors. 400,000 compounds, 0.53% hits. Q9UBT6; also: potency is read from the fitted curve at half-maximal effect; % is scaled to controls: 0 for no effect and ±100 for the full control effect
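First, compounds were pin-transferred onto 10 nM Pol kappa. After 15 min at room temperature, substrate was added to 50 nM final. Fluorescence was then measured kinetically at 0 and 10 min.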
Pol beta inh: DNA polymerase beta (human) inhibition; P06746; Pol beta primer extension/strand displacement, fluorescence kinetic; Potency, µM (top dose mostly 114 µM), without a hit: at the highest dose activity change, negative = inhibition, most hits filed as inhibitors; 340,000 compounds, 1.3% hits; AID 485314; also: potency is read from the fitted curve at half-maximal effect; % is scaled to controls: 0 for no effect and ±100 for the full control effect
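Human Pol beta at 10 nM; strand-displacement substrate 50 nM final. Compound exposure 15 min at room temperature before start, reaction 10 min at room temperature.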
TRHR agonist: TRH receptor (human) agonism; P34981; TRHR cells, calcium flux fluo-8, FDSS agonist mode; activation, % at 2 µM; 360,000 compounds, 0.18% hits; AID 493084; in the data active = activation above about 30%; also: 0% is about no effect
Target sequence (P34981 whole entry, looked up): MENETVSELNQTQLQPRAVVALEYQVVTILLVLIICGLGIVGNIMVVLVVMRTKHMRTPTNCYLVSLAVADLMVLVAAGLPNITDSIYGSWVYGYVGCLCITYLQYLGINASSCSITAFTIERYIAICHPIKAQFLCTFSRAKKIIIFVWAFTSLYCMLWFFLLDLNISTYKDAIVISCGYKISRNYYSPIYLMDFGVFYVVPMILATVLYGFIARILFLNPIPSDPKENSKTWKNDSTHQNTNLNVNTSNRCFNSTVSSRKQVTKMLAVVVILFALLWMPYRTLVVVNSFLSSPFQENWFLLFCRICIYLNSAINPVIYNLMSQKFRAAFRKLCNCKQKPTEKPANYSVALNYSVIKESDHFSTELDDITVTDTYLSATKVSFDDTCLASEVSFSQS
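TRHR-expressing cells loaded with fluo-8 calcium dye; 23 nL library compound pin-transferred, kinetic FDSS fluorescence (Ex 480/Em 530) recorded about 180 s for agonist-induced calcium release, before a 10 nM TRH EC20 addition for potentiator mode.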
Anesthetic bind: candidate novel general anesthetic via apoferritin binding. apoferritin/1-aminoanthracene competitive binding, fluorescence. Potency, µM (doses to about 77.5 µM), without a hit: top-dose activity change, negative = displacement, actives largely listed as inhibitors. P02791. 350,000 compounds, 0.074% hits; also: potency is read from the fitted curve at half-maximal effect; % is scaled to controls: 0 for no effect and ±100 for the full control effect; nearly all actives have a fitted effect of over 20% in size
Target sequence (P02791 2-175 limits assumed): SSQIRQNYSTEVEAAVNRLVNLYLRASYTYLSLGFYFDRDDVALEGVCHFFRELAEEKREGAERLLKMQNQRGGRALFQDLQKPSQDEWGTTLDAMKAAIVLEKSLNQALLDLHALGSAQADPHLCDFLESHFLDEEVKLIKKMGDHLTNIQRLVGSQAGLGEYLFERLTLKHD
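10 uM apoferritin + 50% sat. 1-AMA, PBS; cpd 10 min RT; Ex380/Em535 endpoint; normalized to free probe vs complex; 4-param Hill fit; propofol titration as pos. ctrl.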
APE1 inh: blocks human APE1 abasic DNA cleavage | AID 2517 | Potency, µM (titrated, usually from 65.8 µM), inactives show top-dose activity change, negative = inhibition, usual class: inhibitors | 350,000 compounds, 0.35% hits | recombinant APE1, TAMRA/BHQ-2 abasic DNA cleavage fluorescence | P27695;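 also: potency is read from the fitted curve at half-maximal effect; plate controls were vehicle for no effect and reference inhibitor for full effect; nearly all actives have a fitted effect of over 55% in size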
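Substrate: short duplex with […] THF abasic site, 5'-TAMRA and 3'-BHQ-2, 50 nM final. APE1 at 0.75 nM, preincubated 15 min RT with compound. Fluorescence increase from first to third read measured activity.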
Pol iota inh: blocks human DNA polymerase iota activity | Potency, µM (titrated, usually from 115 µM), for the others: at the top dose activity, negative = inhibition, hits mostly inhibitors | Pol iota fluorescent replication assay, 10 min | Q9UNA4 | 390,000 compounds, 1% hits; also: potency is read from the fitted curve at half-maximal effect
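Pol iota at 10 nM preincubated 15 min with compounds at room temperature; reaction started with fluorescent substrate, 50 nM final. Fluorescence read kinetically at 0 and 10 min; buffer-only wells as negative control.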
ALOX12 inh: inhibitors of human 12S-lipoxygenase ALOX12 | AID 1671190 | Potency, µM (top dose mostly 108 µM), without a hit: at the highest dose activity change, negative = inhibition, most hits filed as inhibitors | purified 12hLO, xylenol orange hydroperoxide absorbance | P18054 | 580,000 compounds, 1.1% hits; also: potency is read from the fitted curve at half-maximal effect; % is scaled to controls: 0 for no effect and ±100 for the full control effect
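Purified human 12hLO at 150 nM in 25 mM Hepes, 0.01% Triton X-100, pH 7.0, preincubated 15 min at room temperature with compound. Reaction started with 40 uM arachidonic acid, 30 min at room temperature. Hydroperoxide measured by Fe-xylenol orange, 573/405 nm absorbance ratio.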
BLM helicase inh: inhibitors of human Bloom syndrome helicase BLM. P54132. recombinant BLM DNA unwinding, fluorescence dequenching. Potency, µM (series often up to 56.1 µM), for inactives: at the highest dose activity change, negative = inhibition, most hits filed as inhibitors. 350,000 compounds, 0.2% hits. AID 2528;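 also: potency is read from the fitted curve at half-maximal effect; plate controls were vehicle for no effect and no enzyme for full effect; nearly all actives have a fitted effect of over 35% in size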
ERG Ets-DNA blk: ERG Ets/DNA interaction inhibition. P11308. fluorescence polarization, His-ERG Ets domain / labelled DNA. Potency, µM (highest dose often 76.9 µM), for the others: at the highest dose FP activity, negative = inhibition, hits mostly inhibitors. 370,000 compounds, 0.028% hits. AID 624246; active = well fitted inhibition curve with a large enough effect in the polarisation, with a control signal flat; inconclusive = small, poorly fitted or top-dose-only effect, or effect the other way, or a change in a side signal; inactive = no such curve, though single readings can be large or run the other way; the % refers to the polarisation;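 also: polarization taken with two DNA probes labelled with fluorescein and Texas red; potency is read from the fitted curve at half-maximal effect; % of control where 0% means no effect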
Target sequence (P11308 whole entry, looked up, the tested form may be a part): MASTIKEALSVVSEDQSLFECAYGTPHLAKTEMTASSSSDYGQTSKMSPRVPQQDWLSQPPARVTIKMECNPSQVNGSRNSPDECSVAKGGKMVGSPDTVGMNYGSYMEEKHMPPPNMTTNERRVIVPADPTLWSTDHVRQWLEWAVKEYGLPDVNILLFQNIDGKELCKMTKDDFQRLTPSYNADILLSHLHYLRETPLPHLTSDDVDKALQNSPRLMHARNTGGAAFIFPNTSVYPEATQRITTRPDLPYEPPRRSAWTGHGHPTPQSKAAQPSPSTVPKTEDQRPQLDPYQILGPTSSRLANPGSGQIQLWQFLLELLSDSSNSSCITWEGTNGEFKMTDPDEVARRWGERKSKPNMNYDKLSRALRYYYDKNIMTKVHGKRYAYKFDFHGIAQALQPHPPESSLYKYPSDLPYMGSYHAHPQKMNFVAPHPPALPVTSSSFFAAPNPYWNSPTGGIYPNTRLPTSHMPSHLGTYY
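His-tagged ERG Ets domain (1 uM in the protein solution; 300mM KCl, 50mM Tris-HCl, 1mM EDTA, 1mM DTT, pH 7.5) received compound, then a probe mix of 5 nM fluorescein-DNA and 100nM Texas-615-DNA. Fluorescence polarization was read for both dyes.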
* hit, by the source's call; ? = inconclusive; . = no result given; [ ] = another dose, or the depositor's remark. Unless noted, calls follow the shape of the dose curve; as a rule, active = well fitted curve in the direction sought with a large enough effect; inconclusive = small, poorly fitted or top-dose-only effect, or another doubt; inactive = no such curve, though single readings can be large; an effect the other way counts as inactive or inconclusive. Only part of the results is shown. The share of hits here may be higher or lower than overall.

SMILES | POLK inh | Pol beta inh | TRHR agonist | Anesthetic bind | APE1 inh | Pol iota inh | ALOX12 inh | BLM helicase inh | ERG Ets-DNA blk
CC(=O)c1c(C)[nH]c(C(=O)Nc2c(C)n(C)n(-c3ccccc3)c2=O)c1C | 7% | 4% | -0.8 | -9% | ? | 2% | 0% | 1% | -3%
C=CCNC(=O)c1scc2c1CCCC2 | -3% | 3% | -0.5 | ? | -2% | 1% | 30%[activator] | -2% | -2%
COc1ccc(NC(=O)CSc2nnc(-c3ccncc3)o2)c([N+](=O)[O-])c1 | -5% | 101% | 0.2 | -4% | 11% | 9% | 27% | -3% | -2%
Cc1cc(S(=O)(=O)Nc2ccc(C(=O)NCc3ccncc3)cc2)ccc1F | 5% | . | 0.2 | . | 6% | 32%[activator] | -11% | . | 4%
CCCCn1c(N)c(N(CC(C)C)C(=O)CCC2CCCCC2)c(=O)[nH]c1=O | 4% | 5% | 0.3 | -18% | 72%[activator] | 37%[activator] | 392%[activator] | -2% | 8%
CCCCSc1nc(O)c(C2OC(=O)c3c2ccc(OC)c3OC)c(=O)n1-c1ccccc1 (configuration not stated) | 1% | -1% | 0.3 | -17% | 7% | ? | 483%[activator] | 5% | -12%
CC(=O)c1cccc(NC(=O)CCc2c(C)nc3nc(CN)nn3c2C)c1 | -2% | 39% | 1.1 | -1% | . | -2% | -8% | 6% | 11%
O=C(CN1C(=O)C2C3C=CC(C3)C2C1=O)N1CC=C(c2ccccc2)CC1 (configuration not stated) | -8% | 0% | 1.0 | ? | -1% | -16% | 2% | -2% | 12%
Cc1ccc(S(=O)(=O)Nc2ccccc2C(=O)N2CCN(C)CC2)cc1 | -10% | 18% | 0.3 | -4% | 25% | 8% | 5% | -2% | -8%
Cc1cc(C(=O)C(=O)N(C)C)c(C)n1-c1ccc([N+](=O)[O-])cc1 | -3% | 7% | -0.7 | 2% | -4% | 0%[58.9 µM] | 12% | -1% | 2%
Nc1ccc(N(CCO)CCO)cc1 | -41% | 18µM* | 5.3 | -7% | 20µM* | 2.8µM* | 432%[activator] | -27% | -25%
CCOc1ccccc1-c1nc(-c2ccc(-c3ccccc3)nc2OCC)no1 | -16% | 21% | 1.0 | 4% | . | 15% | ? | -8% | 3%
Cc1cccc(C(=O)NCCNC(=O)c2ccccn2)c1 | 3% | 17% | -0.7 | 8% | 8% | -5% | 6% | -7% | -8%
COC(=O)c1c(NC(=O)c2nn(C)cc2Cl)sc2c1CCCC2 | -12% | 0% | 0.2 | 3% | -2% | 1% | 0% | -1% | 1%
CCC1(CC)N=C(c2ccccc2)C(=S)N1 | 1% | 20% | -0.2 | -10% | 4% | 35%[activator] | -7% | -2% | 7%
Cc1c(N(C)C(=O)c2ccco2)c(=O)n(-c2ccccc2)n1C | -11% | -12% | 0.2 | 7% | -5% | 20% | 11% | -2% | 8%
N/C(=N\NC(=O)c1ccccc1)c1cc2ccccc2oc1=O | 3% | 22% | 0.5 | 1% | -2% | -14% | -14% | 0% | -6%
CCO[C@H]1OC(C(=O)N2CCN(Cc3ccc4c(c3)OCO4)CC2)=C[C@@H](c2ccc(Br)cc2)[C@@H]1CCCO | -7% | 0% | -0.3 | 40%[activator] | 13% | 9% | ? | -10% | 8%
Cc1ccc(NC(=O)Nc2cccs2)c(Cl)c1 | -14% | 14% | 0.3 | -6% | 1% | ? | 0% | 0% | -5%
CCCN1C(=O)C2(OCCO2)c2cc(Cl)ccc21 | 10% | 10% | -1.1 | -7% | 7% | 32%[activator] | 27% | -1% | -5%
COc1ccc(CN2C(=O)CC(Cc3ccc(C)cc3)C2=O)cc1OC (configuration not stated) | -11% | -54% | 0.0 | 1% | 5% | 18% | -17% | 2% | 5%
CCOC(=O)c1sc(NC(=O)c2ccc(S(=O)(=O)N3CCCCCC3)cc2)nc1-c1ccccc1 | -18% | -25% | 0.4 | -2% | -1% | 10% | -7% | -5% | -1%
COc1ccc(CCNC2CCc3ccccc3C2)cc1 (configuration not stated) | -3% | ? | 1.0 | -7% | -6% | -24% | ? | 2% | 11%
Cc1ccccc1NC(=O)COc1coc(CN2CCCc3ccccc32)cc1=O | -2% | . | -0.2 | . | 8% | 7% | ? | . | 0%
N=c1cc(C2(O)CCCCC2)n2c(nc3ccccc32)s1 | -8% | -10% | -0.7 | ? | 0% | 12% | -12% | -6% | 8%
Oc1ccccc1C=NC1CCCCC1N=Cc1ccccc1O (configuration not stated) | -1% | -29% | 0.8 | ? | 2% | -18% | 14% | -2% | -1%
O=C1NCCCC1C(=O)N/N=C/c1ccccc1[N+](=O)[O-] (configuration not stated) | -13% | 5% | -1.0 | 2% | 2% | 43%[activator] | 309%[activator] | -4% | 3%
COC(=O)c1cc(S(=O)(=O)NCC2CCN(CCc3cccs3)CC2)c[nH]1 | -12% | 3% | 0.4 | -9% | -4% | 20% | -23% | -1% | 0%
O=C(COC(=O)CN1C(=O)c2ccccc2C1=O)Nc1ccccc1[N+](=O)[O-] | 2% | . | -0.1 | . | 15% | -21% | -1% | . | -7%
Cc1ccccc1NC(=O)NCc1ccco1 | 8% | 16% | -0.7 | -12% | -2% | -6% | 12% | 0% | 7%
O=C(CSc1nnc(SCc2ccccc2)s1)N/N=C/c1ccc(Cl)cc1Cl | 2% | 25% | 0.0 | -10% | 16% | 9% | 24% | 1% | -6%
COCCNC(=O)c1oc2ccc3c(c2c1C)C(O)CC(C)(C)O3 (configuration not stated) | 10% | 6% | -0.1 | -7% | 15% | -16% | 0% | -4% | 13%
Cc1ccc2ccc3ccc(C)nc3c2n1 | -2% | -1% | 0.3 | -20% | -6% | 30%[activator] | 14% | -4% | 21%
CNc1oc(-c2ccccc2Cl)nc1P(=O)(c1ccccc1)c1ccccc1 | -11% | 4% | 0.4 | -10% | 1% | 112%[activator] | ? | -15% | -4%
CCN(CC)C(=O)CCc1nc2sc3c(c2c(=O)[nH]1)CCCC3 | -4% | 1% | 1.9 | -11% | 7% | -1% | -6% | -1% | 6%
O=C(Nc1cccc(Cl)c1)N1CCN(C/C=C/c2ccccc2)CC1 | -5% | 13% | 0.3 | -7% | -2% | 15% | ? | -10% | 1%
C=CCn1c(SCC(=O)Nc2ccc(C(=O)O)cc2)nnc1-c1cccnc1 | -4% | 16% | 0.4 | -3% | 1% | 39%[activator] | 1% | 0% | 12%
CC(=O)N1CCc2c(sc(NC(=O)c3cccc(N4C(=O)CCC4=O)c3)c2C(N)=O)C1 | -18% | 4% | 0.0 | -15% | 16% | ? | ? | -14% | 7%
CCCCCCCC1(C)NC(=O)N(CC(=O)Nc2cc(C)on2)C1=O (configuration not stated) | -4% | 21% | 0.0 | ? | -3% | 116%[activator] | 7% | -1% | -7%
COc1ccc(C=C(c2ccc(OC)cc2)c2ccc(OC)cc2)cc1 | 4% | 13% | 0.8 | 340%[activator] | 11% | -4% | 0% | -11% | -4%
N/C(=N\C(=S)Nc1ccccc1)c1ccccc1 | 4% | -8% | 0.0 | -1% | 38% | -11% | ? | -4% | 11%
COc1ccc(-c2c(C(F)(F)F)nn(C)c2NC(=O)c2cccnc2)cc1 | 3% | -2% | 2.0 | -7% | 1% | 85%[activator] | 3% | 0% | -7%
C#CC(CC)(CC)NC(=O)Nc1ccccc1C(=O)OC | -6% | 9% | -0.7 | -7% | 17% | 3% | -22% | -1% | 1%
Cc1cc(C)cc(NC(=O)C(=O)NCC(c2ccc3c(c2)OCO3)N2CCN(C)CC2)c1 (configuration not stated) | -3%[60.1 µM] | -24% | 0.4 | -23% | . | -11% | -3% | 2% | 1%
Cc1ccc(-n2c(C)nnc2SCC(=O)N(C)c2c(N)n(Cc3ccccc3)c(=O)[nH]c2=O)cc1 | -7% | . | 0.2 | . | -5% | -6% | 164%[activator] | . | -3%
CCOC(=O)c1sc(/N=C/Nc2nc(C)c(C(=O)OCC)s2)nc1C | -19% | 1% | 1.6 | -3% | -3% | ? | -3% | 0% | 2%
O=C(Nc1ccc2c(c1)C(=O)NC2=O)c1ccccc1Cl | 3% | 28% | -0.8 | -11% | 3% | 4% | 1% | 0% | 7%
CC(=O)NC(Cc1ccc(O)cc1)C(=O)NN (configuration not stated) | 0% | -2% | 0.5 | 1% | 7% | 9% | 2% | -2% | 1%
C#CCOCCOCCOCCNc1nc(N2CCN(C(=O)[C@H]([C@@H](C)CC)n3cc([C@@H](N)CO)nn3)CC2)nc(N2CCN(C(=O)[C@H]([C@@H](C)CC)n3cc([C@@H](N)Cc4ccc(O)cc4)nn3)CC2)n1 | 0% | 3% | 0.4 | -9% | -1% | -12% | . | 3% | -2%
CC1=C(C(=O)N2CCOCC2)C(c2ccc(Br)cc2)NC(=S)N1c1ccccc1 (configuration not stated) | -8% | 8% | 0.3 | -6% | -4% | 25% | -27% | 0% | -3%
CC1CN(C(=O)c2ccc(-c3ccccc3Cl)o2)CC(C)O1 (configuration not stated) | -5% | . | 1.1 | . | 43% | -12% | 4% | . | 9%
CCOc1ccc(C(=O)N2CCN(c3ccccn3)CC2)cc1OCC | -4% | 48% | -0.1 | -10% | -9% | 194%[activator] | 5% | 0% | -2%

Single records, as listed above:
CCOc1ccc(C(=O)N2CCN(c3ccccn3)CC2)cc1OCC across the screens: POLK inh: -4%; Pol beta inh: 48%; TRHR agonist: -0.1; Anesthetic bind: -10%; APE1 inh: -9%; Pol iota inh: 194%[activator]; ALOX12 inh: 5%; BLM helicase inh: 0%; ERG Ets-DNA blk: -2%
CC1CN(C(=O)c2ccc(-c3ccccc3Cl)o2)CC(C)O1 (configuration not stated) across the screens: POLK inh: -5%; Pol beta inh: .; TRHR agonist: 1.1; Anesthetic bind: .; APE1 inh: 43%; Pol iota inh: -12%; ALOX12 inh: 4%; BLM helicase inh: .; ERG Ets-DNA blk: 9%
